NR5A2 inv ag – NR5A2 inverse agonism in reporter assay; O00482; hit rate 0.13% among 360,000; inhibition, % at 3.6 µM; HEK293T StAR-luciferase reporter, LRH-1 transfected, 24 h;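 active = inhibition above the mean inhibition of all tested compounds plus 3 SD, cut at about 73% in these data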;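 note: 0% = DMSO wells and 100% = reporter-only cells lacking LRH-1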
Target sequence (O00482 whole entry, looked up): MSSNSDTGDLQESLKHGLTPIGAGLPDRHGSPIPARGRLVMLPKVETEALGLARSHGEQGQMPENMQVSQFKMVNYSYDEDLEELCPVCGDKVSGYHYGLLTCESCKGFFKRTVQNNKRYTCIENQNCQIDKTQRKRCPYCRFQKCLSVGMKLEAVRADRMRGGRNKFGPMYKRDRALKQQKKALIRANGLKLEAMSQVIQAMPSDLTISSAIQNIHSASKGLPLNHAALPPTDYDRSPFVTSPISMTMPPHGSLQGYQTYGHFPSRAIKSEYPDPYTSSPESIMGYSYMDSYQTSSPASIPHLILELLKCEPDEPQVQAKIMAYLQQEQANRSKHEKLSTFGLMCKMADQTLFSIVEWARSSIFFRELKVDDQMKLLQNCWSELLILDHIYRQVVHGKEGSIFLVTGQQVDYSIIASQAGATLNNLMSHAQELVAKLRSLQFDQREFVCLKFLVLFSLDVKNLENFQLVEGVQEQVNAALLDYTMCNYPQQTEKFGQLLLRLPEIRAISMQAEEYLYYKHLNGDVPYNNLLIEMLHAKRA
TWEAK Fn14 block – blocks TWEAK-Fn14 interaction in a reporter cell assay | TWEAK-stimulated Fn14 reporter cells, luciferase luminescence, 8 h | inhibition, % at 10 µM | hit rate 2% among 360,000 | AID 1159606; in the data active = inhibition above about 50%
ABHD5 PLIN5 PPI – ABHD5-PLIN5 protein interaction inhibition. Q00G26+Q8WTS1. Split G. princeps luciferase complementation, luminescence, 4 h. inhibition, % at 4 µM. hit rate 0.78% among 360,000;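 active = inhibition above the mean inhibition across every tested compound plus 3 SD, cut at about 22% in these data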;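 note: 0% = DMSO only wells and the 100% control is not disclosed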
SRC2 inh – inhibits human steroid receptor coactivator 2. Q15596. HEK293 GAL4-SRC2 luciferase reporter, luminescence. AID 651957. inhibition, % at 9 µM. hit rate 0.17% among 370,000;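 active = inhibition above the mean inhibition of all tested compounds plus 3 SD, set per campaign, cut at about 52% in these data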;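 note: 0% = DMSO treated cells and 100% = cells given Gossypol at 36 µM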
TLR9-MyD88 block – inhibitors of human TLR9-MyD88 binding; AID 504734; Q9NR96+Q99836; inhibition, % at 4.98 µM; hit rate 0.21% among 340,000; CHO BLA complementation TLR9-MyD88, CCF4 FRET ratio;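 active = inhibition above the mean over all tested compounds plus 3 SD, cut at about 21% in these data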;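 note: 0% = DMSO only wells and 100% = clavulanate BLA inhibitor control wells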
NR2F2 inh – blocks human COUP-TFII nuclear receptor | HEK293T NGFI-A luciferase reporter, luminescence | inhibition, % at 8.6 µM | hit rate 0.7% among 370,000 | AID 686940;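 active = inhibition above a per-plate cutoff, mean inhibition of test wells between control levels plus 3 SD, cut at about 38% in these data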;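 note: cells cotransfected with COUP-TFII expression vector driving the NGFI-A reporter; 0% = median of COUP-TF2 test wells and 100% = reporter-only cells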
Target sequence (P24468 whole entry, looked up): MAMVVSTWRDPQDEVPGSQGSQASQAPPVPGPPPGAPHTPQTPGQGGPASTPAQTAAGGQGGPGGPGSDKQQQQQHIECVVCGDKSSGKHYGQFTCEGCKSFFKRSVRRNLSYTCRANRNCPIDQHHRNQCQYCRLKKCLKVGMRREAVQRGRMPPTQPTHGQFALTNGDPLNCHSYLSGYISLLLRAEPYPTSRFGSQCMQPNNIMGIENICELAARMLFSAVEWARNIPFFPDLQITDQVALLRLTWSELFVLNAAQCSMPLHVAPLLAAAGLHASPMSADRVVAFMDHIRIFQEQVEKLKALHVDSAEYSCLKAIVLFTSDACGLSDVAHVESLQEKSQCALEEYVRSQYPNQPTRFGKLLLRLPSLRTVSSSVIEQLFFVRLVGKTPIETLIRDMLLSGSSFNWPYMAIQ
SRC1 inh – inhibitors of human steroid receptor coactivator 1 (SRC1) | Q15788 | HEK293 GAL4-SRC1 luciferase reporter, luminescence | inhibition, % at 3.6 µM | hit rate 0.12% among 360,000;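 active = inhibition above the campaign mean plus 3 SD, with each screening campaign given its own cutoff, cut at about 60% in these data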;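 note: 0% = DMSO treated cells and 100% = gossypol at 36 µM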
Exocytosis inh – lytic granule exocytosis inhibition; TALL-104 LAMP-1 surface exposure, flow cytometry; cells stimulated with thapsigargin and PMA; inhibition, % at 10 µM; hit rate 0.66% among 360,000; AID 651702;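 active = inhibition above about 55%, limit read from the data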
NOD2-RIPK2 inh – inhibitors of human NOD2-RIPK2 interaction. O43353. CHO BLA complementation NOD2-RIPK2, CCF4 ratio. inhibition, % at 4.98 µM. hit rate 0.38% among 360,000. AID 624267; in the data active = inhibition above about 21%;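 note: 0% = vehicle only and 100% = reference blocker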
NCOA3 inh – inhibitors of human steroid receptor coactivator 3 (SRC3); Q9Y6Q9; hit rate 0.17% among 360,000; AID 588352; HEK293 GAL4-SRC3 luciferase reporter, luminescence; inhibition, % at 3.6 µM;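 active = inhibition above a per-campaign cutoff, the mean of all compounds plus 3 SD, cut at about 60% in these data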;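 note: 0% = DMSO-treated cells and 100% = gossypol-treated cells at 36 µM; higher means less SRC3-driven luciferase light from the GAL4 reporter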
TROY NFkB inh – TROY signaling inhibition; Q293 LMP1-TROYcd NF-kB luciferase reporter, 4 h; inhibition, % at 10 µM; hit rate 0.98% among 360,000; AID 1347056;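 active = compounds whose plate-normalised and pattern-corrected inhibition of the luciferase reporter signal at the single screening dose is 50% or more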
The depositor's hits bear a star; . = no result given. Only part of the results is shown (hit frequency here may not be typical).

no.	molecule	NR5A2 inv ag	TWEAK Fn14 block	ABHD5 PLIN5 PPI	SRC2 inh	TLR9-MyD88 block	NR2F2 inh	SRC1 inh	Exocytosis inh	NOD2-RIPK2 inh	NCOA3 inh	TROY NFkB inh
1	COc1ccccc1NC(=O)c1cc2n(n1)C(C(F)(F)F)CC(c1ccc3c(c1)OCO3)N2 (stereo unspecified)	-8	3	-9	10	-13	14	14	0	-4	20	6
2	CCn1c(SCC(=O)c2ccc3c(c2)OCCO3)nnc1C(C)C	11	-1	4	-44	-5	-16	-6	0	-19	-37	-17
3	O=c1[nH]c2ccccc2n1C1CCCCC1	-1	-26	-4	-6	-4	-17	-6	0	-7	10	6
4	O=C(Nc1cccc2cccnc12)c1ccc(Cl)cc1Cl	-6	-20	-6	-33	6	2	-6	0	-2	-22	-47
5	CCOC(=O)C1(C)CCCN(C(=O)CCc2ccccc2)C1 (stereo unspecified)	-2	3	-5	3	.	-2	4	1	-15	1	14
6	O=c1[nH]c2cc([N+](=O)[O-])cc(Cl)c2c2ccccc12	8	-51	-8	-10	-7	9	-7	1	0	-2	-20
7	COc1nc(OCCNC(C)=O)nc(N(C)C)n1	4	7	0	-2	-12	-8	-15	2	-8	13	-1
8	CCn1ccnc1CN(C)Cc1c(C(=O)N2CCCCCCC2)nc2ccc(Cl)cn12	28	-2	-8	-6	3	12	3	-2	-8	6	12
9	CC(C)(C)c1ccc(C(=O)NNc2ccc(F)cc2F)cc1	-13	-7	-5	-56	-2	-9	-13	7	1	19	-13
10	Cn1c(-c2c(N)n(CCCc3ccccc3)c3nc4ccccc4nc23)nc2ccccc21	5	16	-6	.	32*	.	-11	6	58*	6	-1
11	COc1cc(C(C#N)N2CCC(c3ccccc3)=N2)ccc1O (stereo unspecified)	-16	-17	-1	-13	-2	-25	-46	2	4	-13	34
12	COCCNCC(=O)N1c2ccccc2Sc2ccccc21	-3	-7	4	-12	-10	-3	8	-4	-4	1	-1
13	Cc1ccccc1NC1=C(C(=O)c2ccccc2)N(C)S(=O)(=O)c2ccccc21	-13	20	4	1	-6	-3	-11	2	-8	11	17
14	O=C(CP(=O)(c1ccccc1)c1ccccc1)Nc1cccc(CP(=O)(c2ccccc2)c2ccccc2)c1	8	2	1	4	7	2	1	3	1	-1	10
15	O=C1c2cccnc2C(O)N1C1CCCCC1 (stereo unspecified)	13	-3	-2	-26	-8	-17	0	1	0	9	20
16	CN(C)CCC(O)(c1ccccc1)c1ccccc1Cl (stereo unspecified)	0	24	11	9	0	-27	4	1	4	-14	4
17	CCN(C[C@H]1N[C@@](Cc2ccccc2)(C(=O)OC)[C@H]2C(=O)N(C)C(=O)[C@@H]12)C(=O)COc1ccccc1	20	14	2	9	-2	-6	-4	-2	2	-8	18
18	O=C(Nc1ccccc1Cl)OCc1cncs1	-24	-7	-2	-27	-6	-11	-20	1	-2	-21	-2
19	CCN(c1ccccc1)S(=O)(=O)c1c[nH]c2ccc([N+](=O)[O-])cc12	-17	15	-1	-4	12	4	1	8	11	10	15
20	COc1cccc(N2C(=O)C3CCCN3C2c2ccc(N(C)C)cc2)c1 (stereo unspecified)	1	8	-4	-32	-8	15	-10	0	-6	-35	-6
21	O=C(COC(=O)CSc1ccccc1)NC1CCS(=O)(=O)C1 (stereo unspecified)	3	-42	2	1	1	9	6	-2	-3	-1	-6
22	CC(C)CCN1C(=O)c2ccc(C(=O)Nc3cc(C(=O)O)cc(C(=O)O)c3)cc2C1=O	0	-2	0	17	-5	10	-14	1	-7	7	-15
23	O=C(CSc1nc(O)c(-c2ccccc2)c(=O)[nH]1)N1CCOCC1	-3	9	-7	6	-6	17	-18	1	-5	11	0
24	CC(C)C(=O)NC(C)C(c1cccs1)N1CCN(c2ccccc2)CC1 (stereo unspecified)	10	4	7	3	-7	-1	21	6	-8	10	3
25	Cc1ccc(NC(=O)COC(=O)c2ccc3c(c2)OCCO3)cc1S(=O)(=O)N1CCOCC1	-2	-5	2	16	-8	-9	6	0	-6	-15	5

Further results.
no.	molecule	NR5A2 inv ag	TWEAK Fn14 block	ABHD5 PLIN5 PPI	SRC2 inh	TLR9-MyD88 block	NR2F2 inh	SRC1 inh	Exocytosis inh	NOD2-RIPK2 inh	NCOA3 inh	TROY NFkB inh
26	CN(C(=O)C1CCCCN1S(=O)(=O)c1ccccc1)c1ccccc1 (stereo unspecified)	7	3	-2	13	-2	10	-7	-4	-14	-5	14
27	C=CCn1c(SCC(=O)Nc2sc(C)c(C)c2C(=O)OCC)nnc1-c1sc(N)nc1C	1	19	5	-12	-20	15	-1	0	-5	9	-1
28	CCOc1ccc(CCNC(=O)COC(=O)C2CC2)cc1OCC	1	16	-6	-9	-5	-5	-3	-2	0	-4	-7
29	CCN(CC(=O)Nc1ccc2c(c1)OCCO2)Cc1nc2cc(Cl)ccc2c(=O)[nH]1	5	29	7	-17	3	0	2	3	-3	-14	10
30	CSc1cccc(NC(=O)CN2C(=O)c3ccccc3S2(=O)=O)c1	-21	42	1	-11	8	6	0	-9	10	11	-12
31	COc1ccc(N2CCN(C(=O)c3cc(S(=O)(=O)N4CCCCCC4)ccc3OC)CC2)cc1	7	0	-3	27	-11	10	-1	-3	2	-6	1
32	O=C(NCCCN1CCOCC1)c1cc2c(=O)[nH]c3ccccc3c2s1	-9	-12	8	-30	1	-36	-7	-6	-2	1	0
33	COc1ccccc1CN1CC(C(=O)NCCN(C)CCc2ccccc2)CCC1=O (stereo unspecified)	-2	2	3	26	7	-6	-3	1	-15	7	11
34	O=C(NC1CCCCC1)C1CC(=O)N(CCc2ccc(F)cc2)C1 (stereo unspecified)	11	-8	-3	-11	-6	15	-8	0	-7	6	-5
35	CCOc1ccccc1-c1nnc(SCC(=O)NC2(C#N)CCCC2)o1	-2	-12	-17	24	-8	6	1	-1	11	-12	-9
36	COc1cc(/C=N/S(=O)(=O)CCc2ccccc2)ccc1O	1	12	-2	-9	-9	-8	-13	-1	8	7	25
37	CN(C)c1ccc(C(CNS(=O)(=O)c2ccc([N+](=O)[O-])cc2)N2CCOCC2)cc1 (stereo unspecified)	-5	-1	7	6	2	-5	-27	11	-3	0	-30
38	O=C(c1ccc2c3n(nc2c1)-c1ccccc1CO3)N1CCCCC1	-121	23	0	-58	3	-51	-90	-6	-6	-93	5
39	Cc1nnc(SCc2cccc3ccccc23)n(N)c1=O	6	15	4	2	-4	-4	2	-4	7	25	1
40	CC1(C)CC(=O)C=C(NCC(O)c2ccccc2)C1 (stereo unspecified)	5	-20	-2	-7	1	-2	-11	-2	-7	-6	-4
41	CC(C)CC(OC(=O)c1ccco1)C(=O)NC1CCCC1 (stereo unspecified)	-2	19	0	11	-4	5	-6	-5	-3	-12	19
42	CCOc1ccc(-c2nc(-c3ccc(OC)cc3)no2)cc1OCC	-4	-43	2	-5	5	-8	-19	6	1	17	-8
43	COc1ccc(C2CC(c3ccccc3)=NN2S(=O)(=O)c2ccccc2)cc1 (stereo unspecified)	-22	-4	4	2	-1	8	2	7	-10	3	-2
44	O=C(Nc1ccc(Br)cc1)c1ccc(F)c(S(=O)(=O)NCc2cccs2)c1	35	58*	-3	14	-11	72*	11	3	-17	20	41
45	COc1ccc2c(CC(=O)Nc3ccc4nc(N5CCOCC5)sc4c3)coc2c1	-29	12	0	-23	3	-8	-8	34	-5	-4	-9
46	Cc1ccc(C(=O)NCC(=O)Nc2ccc(F)c(F)c2F)cc1	12	-2	-1	-17	6	12	-144	-3	-1	5	1
47	Cc1ccc(-n2nnc(-c3ccnc4ccccc34)n2)cc1	-74	-9	8	-35	5	-26	-78	4	-8	-116	-74
48	CCOC(=O)C1(CCOC)CCN(Cc2ccc(C3CCCCO3)s2)CC1 (stereo unspecified)	-2	-4	-2	-20	-4	6	-6	-3	-1	-6	10
49	CCN(CC)CCn1c2c(c(SCC(=O)Nc3cc(C)ccc3C)nc1=O)CCC2	-2	5	-6	-19	11	11	-11	0	1	2	10
50	CCCNC(=O)c1ccc(N2CCC3(CC2)CC(c2cccc(Br)c2)=NO3)c(NC(=O)c2cccc(OC)c2)c1	6	-15	-8	-22	-6	0	3	-3	6	-7	-5

Following part.
no.	molecule	NR5A2 inv ag	TWEAK Fn14 block	ABHD5 PLIN5 PPI	SRC2 inh	TLR9-MyD88 block	NR2F2 inh	SRC1 inh	Exocytosis inh	NOD2-RIPK2 inh	NCOA3 inh	TROY NFkB inh
51	Cc1nn(-c2ccccc2)c(N)c1N=Nc1cccc(S(=O)(=O)N2CCOCC2)c1	0	-5	0	15	0	-11	7	9	7	9	30
52	CCCNC(=O)C(Cc1ccccc1)NS(=O)(=O)c1ccc2c(c1)CCC(=O)N2 (stereo unspecified)	12	-14	5	27	12	7	7	-3	-7	3	3
53	CN(C(=O)c1ccc2c(c1)SC1=NS(=O)(=O)CCN12)C(c1ccccc1)c1ccccc1	-3	-5	-2	2	4	-11	7	2	6	6	8
54	C=CCOc1ccc(C2C(C#N)=C(N)N(Nc3ccccc3)C3=C2C(=O)CCC3)cc1OC (stereo unspecified)	7	-39	1	13	0	11	8	0	-4	0	-15
55	O=C(NCc1n[nH]c(=S)n1-c1ccc(Br)cc1)c1ccc(S(=O)(=O)N2CCCCC2)cc1	0	4	-8	-4	2	4	-30	-12	-3	-6	-5

At a glance, 2 of the compounds above.
no.	molecule	NR5A2 inv ag	TWEAK Fn14 block	ABHD5 PLIN5 PPI	SRC2 inh	TLR9-MyD88 block	NR2F2 inh	SRC1 inh	Exocytosis inh	NOD2-RIPK2 inh	NCOA3 inh	TROY NFkB inh
51	Cc1nn(-c2ccccc2)c(N)c1N=Nc1cccc(S(=O)(=O)N2CCOCC2)c1	0	-5	0	15	0	-11	7	9	7	9	30
52	CCCNC(=O)C(Cc1ccccc1)NS(=O)(=O)c1ccc2c(c1)CCC(=O)N2 (stereo unspecified)	12	-14	5	27	12	7	7	-3	-7	3	3

Screening data (PubChem BioAssay)
